Bioassay records: PubChem BioAssay, The Scripps Research Institute Molecular Screening Center
CHO parental Ca: counter-screen: ATP calcium response change in parental CHO cells. inhibition, % at 5.6 µM. 330,000 tested, 0.63% active. parental CHO-K1, ATP-induced calcium, Fluo-8 fluorescence;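 active = inhibition above that plate's mean sample inhibition plus 3 SD, cut at about 26% in these data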;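 also: 0% = ATP-challenged DMSO wells and 100% = DMSO wells without ATP; some compounds past the cut are filed as inactive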
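test system = CHO parental line | reagent = ATP stimulus | measured by = intracellular calcium via Fluo-8 no-wash fluorescent dye | control set = ATP and no-ATP DMSO wells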
OXTR potentiate: potentiators of human oxytocin receptor | P30559 | CHO-OTR cells, Fluo-8 calcium fluorescence, potentiator mode; 0% = oxytocin EC15, 100% = EC100 | activation, % at 3 µM | 320,000 tested, 0.061% active | AID 2445;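 active = activation above that plate's cutoff, the mean activation of tested compounds plus 3 SD, cut at about 6.6% in these data, passing the limit was not always enough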;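 also: 100% uses oxytocin at 75 nM as the full agonist control; some results filed as inactive read as strong as hits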
Target sequence (P30559 whole entry, looked up): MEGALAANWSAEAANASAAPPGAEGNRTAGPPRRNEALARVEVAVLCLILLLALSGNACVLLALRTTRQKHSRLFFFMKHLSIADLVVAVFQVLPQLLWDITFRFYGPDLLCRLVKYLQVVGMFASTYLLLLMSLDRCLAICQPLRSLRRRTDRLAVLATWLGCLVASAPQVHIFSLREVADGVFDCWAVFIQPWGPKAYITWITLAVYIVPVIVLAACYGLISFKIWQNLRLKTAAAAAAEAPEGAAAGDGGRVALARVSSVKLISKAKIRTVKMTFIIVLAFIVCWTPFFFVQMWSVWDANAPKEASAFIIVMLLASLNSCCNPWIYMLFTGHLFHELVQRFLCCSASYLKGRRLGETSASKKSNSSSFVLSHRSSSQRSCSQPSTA
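assay system = CHO-OTR cells, human receptor | schedule = compound 6 min at room temperature before oxytocin, 100 s read | detection = Fluo-8 intracellular calcium fluorescence, ex 470-495, em 515-575 nm | evaluation = normalized max/min fluorescence ratio, % activation | control set = EC15 oxytocin alone as 0%, 75 nM oxytocin (EC100) as 100%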
TAAR1 antagonist: antagonists of human TAAR1 | Q96RJ0 | CHO RD-HGA16 TAAR1, Fluo-8 calcium fluorescence, antagonist | inhibition, % at 3 µM | 360,000 tested, 1.5% active;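 active = inhibition above a per-plate cutoff, the mean inhibition of test compounds on that plate plus 3 SD, cut at about 49% in these data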;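 also: 0% = DMSO plus EC80 beta-PEA response and 100% = DMSO alone without agonist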
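Material: RD-HGA16 CHO cells with stable hTAAR1 and Gα16; Dosing: single nominal final test compound concentration of 3 µM; Schedule: seeding 17-24 h prior, 75-min 37 °C, 30-min RT dye loading; Detection: kinetic Fluo-8 calcium fluorescence measurement; Measure: % inhibition from peak post-agonist over basal fluorescence ratio; Benchmarks: vehicle and agonist controls.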
M1 PAM parental: nonselective activator or artifact in parental CHO-K1 calcium assay; ATP EC20, Fluo-8 calcium fluorescence; 0% at ATP EC20, 100% at ATP max; activation, % at 3 µM; 360,000 tested, 0.02% active;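 active = activation above the run cutoff, the mean activation of all test compounds plus 3 SD, cut at about 40% in these data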;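 also: peak over basal fluorescence ratio in a 140 s read after ATP addition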
CHO-K1 Ca antag: nonselective inhibitor or artifact in parental CHO-K1 cells; 360,000 tested, 0.6% active; AID 602250; inhibition, % at 3 µM; ATP-induced calcium, Fluo-8 fluorescence;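 active = inhibition above a per-plate cutoff, the plate's mean sample inhibition plus 3 SD, cut at about 24% in these data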;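 also: 0% = DMSO plus EC80 ATP and 100% = DMSO alone without ATP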
TAAR1 ag: human TAAR1 agonism. CHO RD-HGA16 TAAR1, Fluo-8 calcium fluorescence; vehicle wells 0%, saturating PEA agonist 100%. activation, % at 3 µM. 360,000 tested, 0.99% active. AID 624467;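 active = activation above the mean activation of all test compounds in the run plus 3 SD, cut at about 38% in these data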
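System: CHO-derived RD-HGA16 cells with stable Gα16 and human TAAR1. Times: 17-24 h plating, Fluo-8 75 min 37 °C, 30 min RT. Measured by: calcium-sensitive Fluo-8 signal, excitation 470-495, emission 515-575 nm. Read-out basis: % activation relative to PEA EC100 response. Control set: DMSO and PEA EC100. Repeats: no replicates (n 1).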
CHO-K1 Ca ag: counter-screen for M1 agonists: effect in parental CHO-K1 cells; Fluo-8 calcium fluorescence; scaled to maximal ATP response, vehicle zero; activation, % at 3 µM; 360,000 tested, 0.48% active; in the data active = activation above about 15%;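 also: untransfected CHO-K1 host cells lacking M1 receptor as counterscreen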
CHRM1 agonist: human M1 muscarinic receptor agonism; CHO-K1 hM1, Fluo-8 calcium fluorescence, agonist mode; 0% DMSO, 100% acetylcholine EC100; 360,000 tested, 0.33% active; activation, % at 3 µM; P11229;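 active = activation above the run's mean compound activation plus 3 SD, cut at about 16% in these data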;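 also: peak over basal fluorescence ratio within a 140 s kinetic read after compound addition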
Target sequence (P11229 whole entry, looked up): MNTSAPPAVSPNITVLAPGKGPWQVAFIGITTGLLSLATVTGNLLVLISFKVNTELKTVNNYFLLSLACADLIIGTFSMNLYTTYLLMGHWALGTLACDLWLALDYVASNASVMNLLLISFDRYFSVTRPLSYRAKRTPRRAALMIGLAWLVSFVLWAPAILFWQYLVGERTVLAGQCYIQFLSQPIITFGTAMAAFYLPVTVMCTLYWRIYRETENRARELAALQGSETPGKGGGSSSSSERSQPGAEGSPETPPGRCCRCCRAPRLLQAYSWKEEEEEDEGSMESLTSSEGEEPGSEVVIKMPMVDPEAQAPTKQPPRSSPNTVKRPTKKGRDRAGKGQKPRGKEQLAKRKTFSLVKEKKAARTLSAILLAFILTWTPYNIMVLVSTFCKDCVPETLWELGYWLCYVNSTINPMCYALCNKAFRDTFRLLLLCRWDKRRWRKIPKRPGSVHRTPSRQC
M1 antag: human CHRM1 antagonism | P11229 | CHO-K1 hM1, Fluo-8 calcium fluorescence, ACh EC80 antagonist | inhibition, % at 3 µM | 360,000 tested, 1.3% active | AID 588852;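 active = percent inhibition above its own plate's cutoff, namely the mean of that plate's compound wells plus 3 SD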;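 also: peak over basal fluorescence ratio during 140 s after agonist addition; 0% = ACh EC80 plus DMSO and 100% = DMSO alone without agonist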
Numbers without * were called inactive; . = no result given.

SMILES | CHO parental Ca | OXTR potentiate | TAAR1 antagonist | M1 PAM parental | CHO-K1 Ca antag | TAAR1 ag | CHO-K1 Ca ag | CHRM1 agonist | M1 antag
C/C(=N\S(=O)(=O)c1ccc(C)cc1)N1CCN(S(=O)(=O)c2ccccc2)C1C(C)C (stereo not drawn) | -11 | -4 | 10 | 2 | -23 | 14 | 0.8 | -7 | -1
CCN(CC)S(=O)(=O)c1ccc(NC(=O)COC(=O)c2ccc(NC(=O)CC#N)cc2)cc1 | 5 | -8 | 6 | 9 | -5 | 2 | 0.8 | -4 | 1
CCCOc1ccc(CNC(=S)Nc2ccccc2)cc1Cl | 29 | -21 | 11 | -1 | 3 | 2 | 5.5 | -2 | 2
CCOC(=O)c1ccccc1OC(=O)NNc1ccccc1 | . | . | 7 | 14 | -15 | 0 | 0.9 | -3 | -8
CCn1c(C)nc2cc(C(=O)NNS(=O)(=O)c3ccccc3F)ccc21 | -13 | -4 | -12 | 10 | -12 | 0 | 0.3 | -2 | -5
COc1ccc(OC)c(C(=O)COC(=O)c2ccc([N+](=O)[O-])o2)c1 | -15 | -4 | -1 | -14 | 1 | 0 | 0.6 | -6 | -9
Cc1cc(C)n2nc(SCC(N)=O)nc2n1 | -10 | -3 | 2 | 20 | -9 | 10 | 0.5 | -8 | -13
CC[C@]12c3[nH]c4ccc(OC)cc4c3CCN1C(=O)C(CC(=O)NC/C=C(\C)CCC=C(C)C)C[C@@H]2C(=O)N1CCN(C(=O)C2CC2)CC1 (stereo partly drawn) | -37 | . | -31 | -10 | 21 | 4 | -0.8 | -5 | -17
COc1ccc(C2(C(=O)NCCc3ccccc3)CCCC2)cc1 | -4 | -5 | 11 | 12 | -5 | -2 | 0.1 | -8 | 8
Cc1ccccc1NC(=O)Cn1nc(C)n2cccc2c1=O | 1 | -6 | -14 | 5 | -10 | 1 | 0.3 | -3 | -4
CCCOC(=O)c1c(N)sc2c1CCC2 | -15 | -6 | -6 | 11 | -6 | 1 | -0.1 | -2 | -14
CC(=O)Nc1c(O)nc(SCC(=O)Nc2nnc(CC(C)C)s2)[nH]c1=O | 4 | -12 | -1 | -6 | 12 | 5 | -0.4 | -1 | 2
COC(=O)c1cc(-c2ccccc2)n(CC(=O)O)c1C | -8 | -8 | 9 | 22 | -10 | 13 | 0.7 | -2 | -33
CCN(CC)CCOc1ccccc1C(C)=O | -6 | -4 | -3 | -11 | 14 | 12 | -0.2 | -14 | 40*
CCOC(=O)CSc1ncc(-c2ccc([N+](=O)[O-])cc2)[nH]1 | -3 | -1 | -6 | -12 | 17 | 0 | 0.4 | -5 | -3
Cc1nn(C)cc1CN(C)S(=O)(=O)c1cccc([N+](=O)[O-])c1 | 7 | -7 | 2 | 10 | -17 | 5 | 3.8 | -3 | 3
CCN(CC)C(=O)C(=O)c1cccn1-c1ccc(C#N)cc1 | -11 | -8 | -1 | 17 | -9 | 10 | -0.2 | -5 | -6
CCc1cccc(CC)c1NC(=O)CN1C2CCCC1CC(NC(=O)Nc1cccc(OC)c1)C2 (stereo not drawn) | -20 | -3 | -18 | 4 | -12 | 0 | 0.8 | -3 | -2
O=S1(=O)CCOC[C@H](c2ccccc2)N1Cc1ccccc1 | -10 | -10 | 7 | 18 | -13 | 7 | -0.6 | -3 | 4
CC(C)CC(N)c1csc(Nc2ccc(C(=O)NCCO)cc2)n1 (stereo not drawn) | . | . | -5 | 8 | -9 | 3 | 0.4 | -3 | -5

Ordered by value in TAAR1 ag (largest number first): 4 of the compounds above.
Molecule	TAAR1 ag
C/C(=N\S(=O)(=O)c1ccc(C)cc1)N1CCN(S(=O)(=O)c2ccccc2)C1C(C)C (stereo not drawn)	14
Cc1nn(C)cc1CN(C)S(=O)(=O)c1cccc([N+](=O)[O-])c1	5
CCCOC(=O)c1c(N)sc2c1CCC2	1
COc1ccc(OC)c(C(=O)COC(=O)c2ccc([N+](=O)[O-])o2)c1	0

Going on with the list.
SMILES | CHO parental Ca | OXTR potentiate | TAAR1 antagonist | M1 PAM parental | CHO-K1 Ca antag | TAAR1 ag | CHO-K1 Ca ag | CHRM1 agonist | M1 antag
Cc1ccc(NC(=S)N(CCN(C)C)C(C)c2cccnc2)c(C)c1 (stereo not drawn) | 1 | -7 | -16 | 9 | -11 | 0 | 4.6 | -1 | -2
CCOc1ccc(C(=O)NN2CCOCC2)cc1 | 9 | 2 | -28 | 16 | -4 | 1 | 0.4 | -1 | -18
CCCn1c(N)c(C(=O)CN(C)CC(=O)Nc2cc(C)ccc2C)c(=O)[nH]c1=O | . | . | -24 | 11 | -12 | 1 | 0.2 | 1 | -25
O=C(C1CCN(c2ccc(N3CCOCC3)nn2)CC1)N1CCc2ccccc2C1 | -11 | -7 | -5 | 10 | -7 | 23 | 0.3 | -14 | 9
Cc1ccc(C(=O)OCC(=O)NCc2ccco2)cc1C | -12 | -2 | -8 | 22 | -21 | 7 | 0.7 | -5 | -6
O=C1CCC(C(=O)N2CCCC(C(=O)c3ccc4c5c(cccc35)CC4)C2)=NN1 (stereo not drawn) | -10 | -3 | -2 | 17 | -11 | 1 | 0.8 | -8 | -4
Cc1cccc(NC(=S)NC(=O)c2ccc(Br)o2)c1 | -25 | -13 | -4 | -8 | 6 | -1 | -0.1 | -9 | 2
CCOC(=O)CNC(=O)Nc1cccc(Cl)c1C | -8 | -18 | -4 | 11 | 0 | 3 | 4.0 | -3 | -3
Cc1ccccc1NS(=O)(=O)c1cc(C(=O)N2CCCC2)ccc1Cl | 2 | 5 | -11 | 17 | -11 | 2 | 0.3 | 1 | -17
COc1ccc(-c2csc(C(NC(C)=O)c3ccccc3)n2)cn1 (stereo not drawn) | . | . | -10 | 22 | -6 | 3 | 0.5 | -1 | -8
Cc1c(/C=N/NC(=O)CNc2ccccc2)c2ccccn2c1C(=O)c1ccc(Cl)cc1 | -15 | -1 | 4 | -12 | 14 | 1 | 0.0 | 1 | 10
COc1ccc(C)cc1N(CC(=O)NC1CCCC1)C(=O)CCC(=O)Nc1nc(C)cs1 | -14 | -7 | -6 | -6 | -6 | 19 | 0.7 | 4 | -15
O=C(NCc1cccnc1)/C(=C\c1ccc(-c2cccc(Cl)c2)o1)S(=O)(=O)c1ccccc1 | -12 | 1 | 25 | -2 | 4 | 14 | 3.6 | -5 | 3
COc1ccc(C2=C/C(=C\c3ccccc3OC(C)=O)C(=O)O2)cc1 | -6 | -6 | 16 | -12 | -5 | 2 | -0.1 | -1 | -10
Cc1cc(C)n(CCNC(=O)C2CCC(=O)N(CCc3cccc(F)c3)C2)n1 (stereo not drawn) | -10 | -10 | -22 | -11 | -3 | 2 | -0.2 | -1 | 0
C=CCNCCOCCOc1ccccc1-c1ccccc1 | -16 | -13 | 3 | -5 | 3 | 4 | 1.0 | -12 | -5
CC(C)NC(=O)COC(=O)c1ccc(Oc2ccccc2)cc1 | 2 | -16 | 10 | 7 | -4 | 6 | 6.0 | 1 | -15
O=C(NCCC1=CCCCC1)c1c(O)nc2ccccn2c1=O | -24 | -7 | -10 | -10 | -15 | 1 | 0.2 | -2 | -9
CC(=O)c1sc(NC(=O)c2cccc3ccccc23)nc1C | -4 | -2 | 10 | -4 | 23 | 4 | 0.1 | -1 | -6
CCOC(=O)N(Cc1ccccc1)Cc1ccc(C(=O)N[C@@H](Cc2ccccc2)C(=O)O)cc1 | 0 | -4 | -43 | 2 | -3 | 1 | -0.6 | -1 | -4
OCC(O)C(O)C(O)C(O)c1nc2ccccc2[nH]1 (stereo not drawn) | 0 | -4 | -1 | 16 | -8 | 4 | 0.9 | -7 | -5
O=C(c1ccc(C(F)(F)F)n(Cc2ccc(Cl)cc2)c1=O)N1CCOCC1 | -31 | -6 | 4 | 15 | -16 | 15 | 2.5 | -4 | 5
Cc1ccc(Cl)cc1N1CCN(C(CC(C)C)c2nnnn2CC2CCCO2)CC1 (stereo not drawn) | -19 | -9 | 7 | 20 | -13 | 1 | 0.4 | 0 | -37
COc1ccc(OC)c(CCNC(=O)CCc2nnc3ccc(N4CCOCC4)nn23)c1 | -7 | -1 | -9 | -7 | 2 | 2 | -0.4 | -3 | 0
O=C(/C=C/c1cc(Br)ccc1F)Nc1cccnc1 | -24 | -7 | -10 | -27 | -6 | 26 | 3.7 | -5 | -2
CC(NC(=O)c1cccs1)C(c1cccs1)N1CCN(Cc2ccccc2)CC1 (stereo not drawn) | -15 | 1 | -14 | 17 | -3 | 6 | 7.9 | -8 | 10
O=c1[nH]c(CSc2nc3ccccc3[nH]2)nc2c1cnn2-c1ccccc1 | 52* | -18 | 42 | 3 | 12 | 13 | 12 | 9 | 18
CC(C)(C)c1ccc(/C=N/Nc2cccc(C(=O)O)c2)cc1 | -5 | 1 | 19 | -2 | -1 | 0 | -0.1 | -4 | 9
COc1ccc(C(=O)Nc2cccc(C(C)=O)c2)c(OC)c1OC | -8 | -4 | 21 | 11 | 0 | 5 | 1.6 | -2 | 10
CCCNC(=O)C(Cc1ccc(I)cc1)NC(=O)c1ccc(C#N)cc1 (stereo not drawn) | -11 | 2 | -10 | -9 | 1 | 12 | 0.1 | -3 | 17
CCOC(=O)c1ccc(CNC(=O)Cn2nnc(-c3ccccc3F)n2)o1 | -11 | 5 | -20 | -3 | -11 | 2 | 0.4 | -2 | 2
O=C(c1ccoc1)N1CCC2(CC1)Oc1ccc(F)cc1C(=O)C21CC(c2ccc(Cl)cc2)=NO1 (stereo not drawn) | -6 | -7 | 23 | 7 | -11 | 12 | 0.5 | -5 | 1
CNCc1c(OCc2ccccc2)ccc2ccccc12 | -20 | -15 | -4 | 27 | -13 | 4 | 5.6 | -5 | 1
COc1ccc(N2CC(C)Cn3c2nc2c3c(=O)n(Cc3ccc(F)cc3)c(=O)n2C)c(OC)c1 (stereo not drawn) | -16 | -11 | -39 | 0 | 1 | 7 | -0.5 | -2 | -6
Cc1cc(OCC(=O)NNC(=O)c2cccnc2)cc(C)c1Cl | . | . | -2 | 11 | -1 | 0 | 1.0 | -3 | -2
COc1ccc(Cl)cc1NC(=O)CN(C)CC(=O)N1CC(=O)Nc2ccccc21 | -20 | -7 | 22 | -20 | -8 | 9 | 2.1 | -4 | -7

No enrichment for hits. Share with any hit: about 4.2%.
